Screening data as filed in PubChem.
GSTO1 counter: blocks human GSTO1 in RBBP9 counter-screen | inhibition, % at 5.96 µM | AID 1974 | recombinant GSTO1, activity-based probe fluorescence polarization | 1.1% of 300,000 active | P78417;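 active = inhibition above the campaign mean inhibition plus 3 SD, cut at about 35% in these data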;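 note: 0% = GSTO1-1 with DMSO and 100% = wells lacking GSTO1-1 enzyme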
PREPL inhibitor: inhibitors of human prolyl oligopeptidase-like enzyme PREPL. Q4J6C6. recombinant PREPL, fluorescence polarization activity-based probe. inhibition, % at 5.96 µM. 0.68% of 320,000 active. AID 2751; in the data active = inhibition above about 43%;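 note: 0% = enzyme with DMSO and 100% = wells lacking enzyme; many of its hits are not listed in these tables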
PAD4 inh: blocks human protein arginine deiminase 4; recombinant PAD4, RCA probe fluorescence polarization; AID 485272; 0.41% of 330,000 active; inhibition, % at 6.36 µM; Q9UM07;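 active = percent inhibition above a cutoff equal to the mean of all tested compounds plus 3 SD, cut at about 15% in these data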;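 note: 0% = PAD4 with RCA probe and DMSO and 100% = probe without PAD4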
PAFAH1B2 inh: blocks human PAF acetylhydrolase 1b catalytic subunit 2; P68402; 1.2% of 340,000 active; inhibition, % at 3.39 µM; recombinant PAFAH1B2, FP-rhodamine activity probe, fluorescence polarization; AID 492953;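 active = inhibition above the mean of all tested compounds plus 3 SD, cut at about 24% in these data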;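 note: 0% = enzyme with DMSO and 100% = wells lacking PAFAH1B2; many of its hits are not listed in these tables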
Target sequence (P68402 whole entry, looked up): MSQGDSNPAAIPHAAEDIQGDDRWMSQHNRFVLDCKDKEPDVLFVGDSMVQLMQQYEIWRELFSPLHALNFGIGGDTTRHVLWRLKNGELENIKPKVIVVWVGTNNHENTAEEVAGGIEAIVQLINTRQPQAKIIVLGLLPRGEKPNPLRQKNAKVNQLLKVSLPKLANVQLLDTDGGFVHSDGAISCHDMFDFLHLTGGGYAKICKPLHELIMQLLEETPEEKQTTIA
PME-1 primary: PME-1 (human) inhibition. Q9Y570. recombinant PME-1, FP-Rh probe fluorescence polarization. inhibition, % at 5.9 µM. 0.53% of 320,000 active;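 active = inhibition above the campaign mean of all compounds plus 3 SD, cut at about 26% in these data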;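 note: competitive labeling of PME-1 active site by serine hydrolase directed probe; 0% = PME-1 with DMSO and 100% = wells lacking PME-1 enzyme; inhibitors block probe labeling so polarization falls and inhibition rises; many of its hits are not listed in these tables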
LYPLA2 inh: LYPLA2 (human) inhibition in PME1 counter-screen. recombinant LYPLA2, FP-Rh probe fluorescence polarization. inhibition, % at 5.9 µM. 0.38% of 320,000 active;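 active = inhibition above the screen-wide mean plus 3 SD, limit set per campaign, cut at about 26% in these data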;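 note: 0% = LYPLA2 with DMSO and 100% = wells lacking LYPLA2 enzyme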
LYPLA1 counter: LYPLA1 (human) inhibition in PME1 counter-screen. O75608. recombinant LYPLA1, FP-Rh probe fluorescence polarization. inhibition, % at 5.9 µM. 0.16% of 320,000 active. AID 2174;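 active = inhibition above the mean of all tested compounds plus 3 SD, set per campaign, cut at about 14% in these data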;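 note: inhibitors block serine hydrolase probe labeling of LYPLA1 so polarization falls; 0% = enzyme with DMSO and 100% = wells lacking LYPLA1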
pPAFAH inh: inhibitors of human plasma PAF acetylhydrolase (pPAFAH); inhibition, % at 3.39 µM; 1.5% of 330,000 active; AID 463082; Q13093; recombinant pPAFAH, FP-rhodamine probe fluorescence polarization;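 active = inhibition above the mean inhibition across the screen plus 3 SD, cut at about 25% in these data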;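 note: inhibitors block binding of the rhodamine activity-based probe so polarization drops; 0% = enzyme with DMSO and 100% = wells lacking pPAFAH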
Target sequence (Q13093 whole entry, looked up): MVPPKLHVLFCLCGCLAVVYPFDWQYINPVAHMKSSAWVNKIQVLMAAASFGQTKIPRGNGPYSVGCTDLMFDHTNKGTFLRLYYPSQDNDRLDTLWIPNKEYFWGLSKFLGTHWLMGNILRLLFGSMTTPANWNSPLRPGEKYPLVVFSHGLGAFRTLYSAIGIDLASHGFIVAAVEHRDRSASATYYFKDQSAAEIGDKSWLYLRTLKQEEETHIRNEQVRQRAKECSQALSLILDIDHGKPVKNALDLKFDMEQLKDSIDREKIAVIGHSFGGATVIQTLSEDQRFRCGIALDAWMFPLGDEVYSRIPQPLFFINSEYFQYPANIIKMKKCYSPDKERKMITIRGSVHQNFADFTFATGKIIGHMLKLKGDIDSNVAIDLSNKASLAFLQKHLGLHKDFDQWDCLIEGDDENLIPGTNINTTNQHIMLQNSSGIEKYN
PAFAH1B3 inh: PAFAH1B3 (human) inhibition | Q15102 | recombinant PAFAH1B3, FP-rhodamine probe, fluorescence polarization | inhibition, % at 3.39 µM | 0.28% of 340,000 active | AID 492972;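 active = inhibition above the screen-wide average of all tested compounds plus 3 SD, cut at about 25% in these data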;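 note: 0% = enzyme with DMSO only and 100% = wells lacking PAFAH1B3 protein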
Target sequence (Q15102 whole entry, looked up): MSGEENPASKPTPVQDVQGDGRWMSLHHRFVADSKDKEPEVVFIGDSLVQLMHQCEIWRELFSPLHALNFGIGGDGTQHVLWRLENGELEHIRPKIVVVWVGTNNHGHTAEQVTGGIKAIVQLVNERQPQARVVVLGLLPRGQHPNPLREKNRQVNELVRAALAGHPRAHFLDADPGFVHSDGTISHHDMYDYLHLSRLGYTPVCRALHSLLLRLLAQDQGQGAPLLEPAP
* marks the source's active call; other numbers are inactive results; / = not tested or not shown; & = joins results of further samples; ! = not active in a repeat.

Letters – A = GSTO1 counter; B = PREPL inhibitor; C = PAD4 inh; D = PAFAH1B2 inh; E = PME-1 primary; F = LYPLA2 inh; G = LYPLA1 counter; H = pPAFAH inh; I = PAFAH1B3 inh
CC1CCC2(CC1)NC(CO)(CO)CO2 (centres undefined)
  A: -1	B: -1	C: -5	D: 0	E: 1	F: -2	G: 1	H: -3	I: 2

CCc1ccc(NC(=O)C(=O)NCCN2CCN(Cc3ccc([N+](=O)[O-])cc3)CC2)cc1
  A: -1	B: 11	C: 2	D: 1	E: 2	F: 16	G: 3	H: 10	I: 6

CSc1ccc(CNCCN2CCOCC2)cc1
  A: 3	B: 0	C: -5	D: 4	E: -1	F: -6	G: 0	H: 4	I: 2

N=c1sccn1CC(=O)Nc1cc(S(=O)(=O)N2CCCCC2)ccc1Cl
  A: 10	B: 3	C: -3	D: 4	E: 6	F: 0	G: 1	H: 0	I: 7

Clc1ccc2c(c1)CCc1cccnc1C2=C1CCNCC1
  A: 7	B: 33	C: 1	D: /	E: 3	F: -2	G: -1	H: 2	I: /

CC(C)(C)NC(=O)CN(Cc1cccs1)C(=O)CCN1CCc2ccccc21
  A: -2	B: 13	C: 2	D: 2	E: 2	F: 1	G: -2	H: -1	I: -2

Cn1cc(C(=O)Nc2ccc(Cl)cc2)c(C(F)(F)F)n1
  A: -1	B: -7	C: 0	D: 4	E: -10	F: 2	G: -1	H: 0	I: 5

COc1ccc(OC)c(NC(=O)CNC(=O)Cn2cnc3sc(C)cc3c2=O)c1
  A: 6	B: 4	C: 5	D: 4	E: -10	F: 5	G: 0	H: -2	I: 4

CC(NC(=O)c1cccnc1)C(c1cccs1)N1CCN(C)CC1 (centres undefined)
  A: -1	B: -9	C: -2	D: 4	E: -3	F: -1	G: 0	H: 0	I: -10

COC(=O)c1sccc1NC(=O)C1C2C=CC(O2)C1C(=O)O (centres undefined)
  A: -2	B: 5	C: 2	D: 4	E: -6	F: 5	G: 1	H: 7	I: 1

COC(=O)CN(c1ccc(Cl)cc1C)S(C)(=O)=O
  A: 3	B: -9	C: -3	D: 1	E: -2	F: -4	G: 0	H: 1	I: 3

Cc1cc(NC(=O)CCN2C(=O)/C(=C\c3ccccc3)SC2=S)no1
  A: 10	B: 4	C: 1	D: 4	E: -7	F: -6	G: -3	H: 4	I: -5

O=C(CSc1nnc(-c2cccnc2)n1Cc1ccco1)Nc1nc(-c2ccc(F)cc2)cs1
  A: 0	B: 8	C: 0	D: 1	E: 4	F: -2	G: -3	H: 9	I: -3

Cc1ccc(S(=O)(=O)N2CCN(S(=O)(=O)N3CCC(C)CC3)CC2)c(C)c1
  A: 4	B: 3	C: 0	D: 2	E: 0	F: -3	G: 0	H: 1	I: 11

COCCOC(=O)CSc1ncccc1-c1nc2cc(C)c(C)cc2[nH]1
  A: -3	B: 2	C: 1	D: 0	E: -3	F: -3	G: 1	H: 0	I: -3

Cc1nc(-n2nnc3ccccc32)c2c3c(sc2n1)CCCC3
  A: 127*	B: 1	C: -3	D: 3	E: 1	F: -1	G: 2	H: 12	I: -2

CC(C)C(c1nnnn1C1CCCCC1)N1CCOCC1 (centres undefined)
  A: 2	B: 8	C: 3	D: 4	E: -1	F: -4	G: 0	H: 7	I: 3

O=C(c1cc(N2C(=O)C3C4CCC(C4)C3C2=O)ccc1Cl)N1CCCCCC1 (centres undefined)
  A: 1	B: 1	C: 1	D: 4	E: 2	F: -3	G: -2	H: -2	I: 9

Cc1ccccc1NC(=O)Cn1nc(C)n2cccc2c1=O
  A: 6	B: 4	C: 1	D: 3	E: 0	F: 3	G: 0	H: 4	I: -3

Cc1ccc(NC(=O)c2cc(C(C)(C)C)nn2Cc2ccccc2)cc1
  A: -3	B: 8	C: -1	D: 1	E: -7	F: -9	G: -7	H: 5	I: -4

COc1ccc(CCC(C)N2CCC(CO)(Cc3ccccc3)CC2)cc1 (centres undefined)
  A: -4	B: 14	C: -4	D: 1	E: -3	F: 4	G: 2	H: 1	I: 3

COc1cc(SC)ccc1C(=O)NC1CCCCC1
  A: -5	B: 12	C: -2	D: 10	E: 1	F: -6	G: -1	H: 3	I: 8

c1cc(C2OCCN2CC2COC3(CCCC3)O2)ccn1 (centres undefined)
  A: 1	B: 7	C: -2	D: 1	E: 0	F: 0	G: 2	H: 2	I: 3

CC(C)[C@@H](C(=O)OCC(=O)Nc1ccc2c(c1)OCO2)N1C(=O)c2ccccc2C1=O
  A: 7	B: -31	C: 1	D: 2	E: 3	F: 0	G: -1	H: -1	I: -1

O=C(CN1C(=O)/C(=C\c2ccccc2F)SC1=S)Nc1nc2ccccc2s1
  A: 4	B: 2	C: -24	D: 8	E: 2	F: -5	G: -9	H: 7	I: -9

Structural class: the compounds so far with fluorine
Letters – A = GSTO1 counter; B = PREPL inhibitor; C = PAD4 inh; D = PAFAH1B2 inh; E = PME-1 primary; F = LYPLA2 inh; G = LYPLA1 counter; H = pPAFAH inh; I = PAFAH1B3 inh
Cn1cc(C(=O)Nc2ccc(Cl)cc2)c(C(F)(F)F)n1
  A: -1	B: -7	C: 0	D: 4	E: -10	F: 2	G: -1	H: 0	I: 5

O=C(CSc1nnc(-c2cccnc2)n1Cc1ccco1)Nc1nc(-c2ccc(F)cc2)cs1
  A: 0	B: 8	C: 0	D: 1	E: 4	F: -2	G: -3	H: 9	I: -3

O=C(CN1C(=O)/C(=C\c2ccccc2F)SC1=S)Nc1nc2ccccc2s1
  A: 4	B: 2	C: -24	D: 8	E: 2	F: -5	G: -9	H: 7	I: -9

2 entries from above, as a markdown table:
| Molecule | GSTO1 counter | PREPL inhibitor | PAD4 inh | PAFAH1B2 inh | PME-1 primary | LYPLA2 inh | LYPLA1 counter | pPAFAH inh | PAFAH1B3 inh |
| --- | --- | --- | --- | --- | --- | --- | --- | --- | --- |
| CCc1ccc(NC(=O)C(=O)NCCN2CCN(Cc3ccc([N+](=O)[O-])cc3)CC2)cc1 | -1 | 11 | 2 | 1 | 2 | 16 | 3 | 10 | 6 |
| CC1CCC2(CC1)NC(CO)(CO)CO2 (centres undefined) | -1 | -1 | -5 | 0 | 1 | -2 | 1 | -3 | 2 |

Later entries.
Letters – A = GSTO1 counter; B = PREPL inhibitor; C = PAD4 inh; D = PAFAH1B2 inh; E = PME-1 primary; F = LYPLA2 inh; G = LYPLA1 counter; H = pPAFAH inh; I = PAFAH1B3 inh
COc1cccc(NC(=O)C(NCC(C)(C)CN(C)C)c2ccccc2)c1 (centres undefined)
  A: 4	B: 4	C: 3	D: 2	E: 0	F: -2	G: 0	H: -4	I: 4

COc1ccc([N+](=O)[O-])cc1NC(=O)CCN1CCOCC1
  A: 9	B: -8	C: 7	D: 3	E: -2	F: -2	G: -3	H: 3	I: -2

COc1cccc(C(=O)NCC(=O)N/N=C(\C)Cc2ccccc2)c1
  A: 0	B: 1	C: -1	D: 1	E: -6	F: -1	G: -1	H: 0	I: 3

O=[N+]([O-])c1cc(C(F)(F)F)cc([N+](=O)[O-])c1N1CCN(S(=O)(=O)c2ccccc2)CC1
  A: 3	B: -2	C: 0	D: 3	E: -2	F: -2	G: -6	H: 4	I: 3

CC1CC(C)CN(S(=O)(=O)c2ccc3c(c2)oc(=O)n3CC(=O)NCCCOC(C)C)C1 (centres undefined)
  A: 4	B: -10	C: -1	D: 5	E: 3	F: 0	G: -5	H: 5	I: 6

C[C@@H]1O[C@@H](Oc2c(-c3ccc(O)c(O)c3)oc3cc(O)cc(O)c3c2=O)[C@H](O)[C@H](O)[C@H]1O
  A: /	B: 19	C: 3	D: -4&11	E: /	F: /	G: /	H: 3	I: 27*!

CC1=NN(c2ccc([N+](=O)[O-])cc2)C(=O)/C1=C\N(C)C
  A: -1	B: 10	C: -2	D: 3	E: -3	F: -3	G: -3	H: 1	I: 12

O=C(CN1CCN(S(=O)(=O)N2CCCCC2)CC1)Nc1ccc(Br)cc1
  A: 0	B: 7	C: -3	D: -3	E: 5	F: 4	G: 2	H: 6	I: 3

NC(=O)c1cc(S(=O)(=O)NCc2ccc(F)cc2)cs1
  A: -4	B: 11	C: 1	D: 13	E: -5	F: -3	G: 2	H: -1	I: -1

COCC(C)NCc1cccc(OC)c1OC (centres undefined)
  A: 2	B: 6	C: 5	D: 1	E: 2	F: -7	G: -3	H: 0	I: 5

CCOC(=O)c1ccccc1NC(=O)COC(=O)CCC(=O)N1CCOCC1
  A: 6	B: 5	C: 3	D: -2	E: -4	F: -4	G: -6	H: -4	I: -1

O=[N+]([O-])c1cccc(CN2CCN(S(=O)(=O)Cc3ccccc3)CC2)c1
  A: -1	B: -5	C: -3	D: 2	E: 4	F: -3	G: -3	H: 6	I: 16

Cc1ccc(NC(=O)/C=C/C(=O)O)c(NC(=O)c2ccccc2)c1
  A: 0	B: 5	C: -1	D: -1	E: 7	F: 2	G: -3	H: 5	I: 4

Cc1csc(NC(=O)c2cc(-c3ccccc3)nc3ccccc23)n1
  A: -3	B: 4	C: -2	D: 1	E: -13	F: -19	G: -10	H: 3	I: -4

COc1ccccc1C(=O)N1CCC(N2CCN(c3ccccc3)CC2)CC1
  A: 7	B: 0	C: 5	D: -1	E: -5	F: 4	G: 1	H: 4	I: -4

COc1ccc(NC(=O)c2cc(S(=O)(=O)NCC3COc4ccccc4O3)ccc2F)cc1 (centres undefined)
  A: 2	B: 8	C: 0	D: 4	E: 1	F: 9	G: -3	H: 1	I: -5

COc1cccc(C(=O)Nc2ccc(S(=O)(=O)Nc3nccc(C)n3)cc2)c1
  A: -1	B: -4	C: 0	D: -5	E: -22	F: -9	G: 1	H: 2	I: 3

CC1=NN(c2ccccc2)C(=O)/C1=C/c1cccc(C)c1
  A: 59*	B: 3	C: 56*	D: 4	E: -1	F: 2	G: -5	H: 1	I: 2

Cc1csc(N/N=C\c2cccnc2)n1
  A: 7	B: 8	C: -15	D: 0	E: -2	F: 1	G: -2	H: -6	I: 10

Cc1cccc(C(=O)Nc2ccc(C(=O)N/N=C/c3ccc4c(c3)OCO4)cc2)c1
  A: 0	B: -4	C: -10	D: -4	E: -37	F: -21	G: -11	H: 2	I: -15

CCCCn1c(SCC(N)=O)nc2sc3c(c2c1=O)CCC3
  A: 4	B: -2	C: -3	D: 1	E: -2	F: 8	G: -4	H: 0	I: -1

O=C(CCc1nc2ccccc2c(=O)[nH]1)Nc1nnc(SCc2ccccc2F)s1
  A: /	B: 17	C: -3	D: -5	E: 2	F: 1	G: -2	H: 4	I: -11

COc1ccc(/C=N/Nc2ccccc2C(=O)O)cc1
  A: 4	B: -2	C: 1	D: 4	E: 3	F: 0	G: 2	H: 4	I: 7

COCCNC(=O)c1onc(CSc2cc(C)cc(C)c2)c1C(=O)O
  A: -5	B: -2	C: -9	D: 5	E: -3	F: -2	G: 1	H: 1	I: 2

Some of the compounds tested; the hit share may differ from the screen's.
